Screening data: PubChem, National Center for Advancing Translational Sciences (NCATS)
HCV inh – blocks hepatitis C virus | 340,000 tested, 3.4% active | Huh7.5.1 HCVcc-Cre infection, luciferase reporter, 44 h | Potency, µM (top dose mostly 41.8 µM), for the others: at the top dose activity change, negative = inhibition, actives largely listed as inhibitors; note: potency is the fitted concentration of half-maximal effect
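HCVcc-Cre virus at an moi near 0.5 was added right after compound to cells cultured 4 h from seeding (1,000 cells/well). Luciferase activity was determined 44 h later, 15 min after substrate addition at RT.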
AMA1-RON2 inh – AMA1-RON2 (P. falciparum) interaction inhibition; AlphaScreen AMA1-biotinylated RON2 peptide binding; Potency, µM (highest dose often 58.2 µM), inactives show at the highest dose activity change, negative = inhibition, actives largely listed as inhibitors; 360,000 tested, 0.2% active; AID 720542;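 note: potency is the fitted concentration of half-maximal effect; 0% = vehicle wells and -100% = peptide control; nearly all actives have a fitted effect of over 45% in size; some results filed as inactive show a strong effect at the top dose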
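AMA1 (3D7) with his tag at 25 nM final met compounds first, then biotinylated RON2 peptide at 25 nM; detection used donor plus acceptor beads, 10 µg/mL apiece, read by AlphaScreen after 30 min at room temperature.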
Tb PYK inh – T. brucei pyruvate kinase inhibition. TbPYK enzyme, Kinase-Glo Plus ATP luminescence, 45 min. AID 624173. Q57TT1. 410,000 tested, 0.12% active. Potency, µM (series often up to 76.8 µM), inactives show top-dose activity, negative = inhibition, hits mostly inhibitors; note: potency is the fitted concentration of half-maximal effect; nearly all actives have a fitted effect of over 50% in size
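Quantitative HTS: titrated library compounds versus trypanosomal pyruvate kinase in TEA buffer (pH 7.2) containing KCl, MgCl2, BSA and Tween-20. Reactions were initiated with ADP, 130 uM final. Kinase-Glo Plus luminescence was read after 45 min at RT.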
LmPK inh – inhibitors of Leishmania mexicana pyruvate kinase. Q27686. 290,000 tested, 0.37% active. AID 1721. purified LmPK, Kinase-Glo ATP luminescence, 1 h. Potency, µM (titrated, usually from 57.5 µM), for inactives: at the top dose activity change, negative = inhibition, most hits filed as inhibitors; note: potency is the fitted concentration of half-maximal effect
Target sequence (Q27686 whole entry, looked up): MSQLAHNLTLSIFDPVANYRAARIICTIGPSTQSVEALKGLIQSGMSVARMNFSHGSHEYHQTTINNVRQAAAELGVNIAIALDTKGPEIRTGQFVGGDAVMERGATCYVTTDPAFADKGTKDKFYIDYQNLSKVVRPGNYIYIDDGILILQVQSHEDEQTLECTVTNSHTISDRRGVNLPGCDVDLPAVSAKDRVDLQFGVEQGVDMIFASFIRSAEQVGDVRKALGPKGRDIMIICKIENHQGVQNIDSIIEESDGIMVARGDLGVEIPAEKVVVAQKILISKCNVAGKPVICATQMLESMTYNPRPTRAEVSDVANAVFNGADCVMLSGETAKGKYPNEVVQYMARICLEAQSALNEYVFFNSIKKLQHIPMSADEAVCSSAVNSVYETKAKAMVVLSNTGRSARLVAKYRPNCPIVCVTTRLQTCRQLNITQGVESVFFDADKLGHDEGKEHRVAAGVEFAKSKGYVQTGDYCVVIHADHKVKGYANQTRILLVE
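Screened at intermediate enzyme activity to detect both inhibitors and activators: LmPK at 0.1 nM, with a 0.5 nM enzyme column as activation reference. PEP 0.5 mM, ADP 0.1 mM; ATP detected by luminescence after 1 h.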
HCMV antiviral – inhibitors of human cytomegalovirus; HFF cells, HCMV-luciferase reporter, 72 h; stronger effect = lower value; activity change, negative = inhibition, % at 57.5 µM; 410,000 tested, 4.5% active; AID 1259415; in the data active = activity change below about -60%; inconclusive = no clear call, values can overlap the other calls; inactive = above about -39%
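Human foreskin fibroblasts infected with luciferase-reporter HCMV at MOI 1 PFU/cell, compounds at two doses. Luciferase measured 72 h post infection; normalized to buffer-only basal and Salinomycin (10uM) controls.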
AmpC inh no detg – blocks E. coli AmpC beta-lactamase in detergent-free assay; AmpC nitrocefin hydrolysis, absorbance 480 nm, 0.0001% Triton; Potency, µM (series often up to 57.1 µM), inactives show at the highest dose activity change, negative = inhibition, most hits filed as inhibitors; 330,000 tested, 0.52% active;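 note: potency is the fitted concentration of half-maximal effect; plate controls were no compound for no effect and no enzyme for full effect; nearly all actives have a fitted effect of over 20% in size; some results filed as inactive show a strong effect at the top dose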
Target sequence (P00811 whole entry, looked up): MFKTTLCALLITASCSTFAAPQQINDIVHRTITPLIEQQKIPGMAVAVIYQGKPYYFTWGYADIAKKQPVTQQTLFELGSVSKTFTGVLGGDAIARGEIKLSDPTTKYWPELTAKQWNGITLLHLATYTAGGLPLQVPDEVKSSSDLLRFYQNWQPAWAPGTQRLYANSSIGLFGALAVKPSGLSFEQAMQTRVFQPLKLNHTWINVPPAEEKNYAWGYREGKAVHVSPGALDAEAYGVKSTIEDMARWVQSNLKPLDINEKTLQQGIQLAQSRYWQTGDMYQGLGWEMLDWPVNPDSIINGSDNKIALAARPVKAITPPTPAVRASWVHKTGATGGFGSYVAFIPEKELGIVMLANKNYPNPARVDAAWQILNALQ
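AmpC (5.3 nM in the dispensed reagent) in 20 mM phosphate pH 7.0 with 0.01% (detergent screen) or 0.0001% Triton X-100 was preincubated with compounds for 15 min at room temperature. Nitrocefin was then added from an 800 uM solution, and hydrolysis was followed at 480 nm.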
AmpC detergent – inhibitors of E. coli AmpC beta-lactamase with detergent | P00811 | AmpC hydrolysis of nitrocefin, absorbance 480 nm, 0.01% Triton | 370,000 tested, 0.041% active | Potency, µM (series often up to 114 µM), without a hit: at the top dose activity change, negative = inhibition, actives largely listed as inhibitors;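 note: potency is the fitted concentration of half-maximal effect; 0% = no-compound wells and -100% = no-enzyme wells; nearly all actives have a fitted effect of over 25% in size; some results filed as inactive show a strong effect at the top dose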
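AmpC (5.3 nM in the dispensed reagent) in 20 mM phosphate pH 7.0 with 0.01% (detergent screen) or 0.0001% Triton X-100 was preincubated with compounds for 15 min at room temperature. Nitrocefin was then added from an 800 uM solution, and hydrolysis was followed at 480 nm.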
The depositor's hits bear a star; ? = inconclusive; nt = no result given; & = joins results of further samples; [ ] = remark or other dose. Unless noted, calls come from the whole dose curve; as a rule, active = well fitted curve in the direction sought with a large enough effect; inconclusive = small, poorly fitted or top-dose-only effect, or another doubt; inactive = no such curve, though single readings can be large; an effect the other way counts as inactive or inconclusive. Unless noted, % is set by controls: 0 for no effect and ±100 for the full control effect.

SMILES	HCV inh	AMA1-RON2 inh	Tb PYK inh	LmPK inh	HCMV antiviral	AmpC inh no detg	AmpC detergent
Cc1nn(C)c(C)c1CN(C)C(=O)c1cc2nc(-c3ccco3)cc(C(F)(F)F)n2n1	?	-4%	-4%	21%	-8	121%[activator]	?
COc1ccc(-c2cc(N)n(S(=O)(=O)c3c(F)c(F)c(F)c(F)c3F)n2)cc1OC	?	16%	-7%	2%	-102*	-25%	?
Cc1cc(Cl)c(S(=O)(=O)Nc2ccc3c(c2)OCCO3)cc1OCC(N)=O	-4%&-9%	-19%	-2%	4%	-65*	-37%	2%
Cc1csc(SC(C)C(=O)NCC2CCCO2)n1 (stereo not drawn)	10%	8%	4%	nt	-35	-3%	-12%
Nc1c(C(=O)Nc2ccc(Br)cc2)sc2nc(N3CCOCC3)c3c(c12)CCCC3	nt	-7%	-23%	nt	-31	nt	nt
COc1ccccc1NC(=S)N1CCOCC1	-9%	-6%	-2%	2%	25	-39%	-6%
CCOC(=O)c1ccc2c(c1)nc(COc1ccc3ccccc3c1)n2CC	-21%	-27%	1%	2%	-36	2%	1%
COc1cc(C)c(Cl)cc1S(=O)(=O)NCCCN1CCOCC1	nt	5%	1%	-5%	41	10%	?
CCOP(=O)(OCC)c1nc(-c2cccc3ccccc23)oc1NCc1ccc(OC)cc1	?	60%[activator]	4%	2%	32	87%[activator]	9%
CC(=O)N1CCc2cc(Br)cc(S(=O)(=O)N3CCC(C(=O)Nc4ccc(C(C)C)cc4)CC3)c21	nt	nt	2%	nt	-30	nt	15%
O=C1/C(=C\c2ccccc2)CCC/C1=C/c1ccccc1	-8%	-30%	3%	nt	-40	nt	nt
CC(=O)NCCc1ccc(S(=O)(=O)Nc2cccnc2)cc1	15%	10%	3%	2%	-7	0%	2%
O=C(CCCn1c(=O)oc2ccccc21)N1CCN(c2ccc(F)cc2)CC1	2%	3%	-3%	2%	?	36%	-11%
COC(=O)c1cc(NC(=O)c2nn(C)c3c2CSc2ccccc2-3)cc(C(=O)OC)c1	nt	nt	2%	nt	-8	nt	1%
CCOC(=O)C(C)n1cnc2c1c(=O)[nH]c(=O)n2C (stereo not drawn)	2%	11%	-9%	-4%	28	-23%	-8%
CC(C)Oc1cccc(C(=O)C2CCCN(Cc3cccn3-c3ccccn3)C2)c1 (stereo not drawn)	-18%	-9%	-1%	-1%	-71*	63%[activator]	-4%
CCC(C(=O)Nc1cccc(C#N)c1)n1nc(-c2ccccc2)ccc1=O (stereo not drawn)	nt	nt	-1%	nt	-28	nt	-1%
CC12CN3CCN(C1)CC(C)(C3)C2=NN	-5%	23%	-1%	4%	4	-10%	0%
COc1cccc(CNC(=O)CSc2nc3ccc(C)cc3[nH]2)c1	-16%	9%	3%	4%	-23	-7%	3%
COc1cccc(COC(=O)C2CC(=O)N(Cc3ccco3)C2)c1OC (stereo not drawn)	-1%	0%	-10%	-9%	8	1%	2%
COc1ccc(N2CCN(CCc3ccncc3)CC2)cc1	9%	-1%	3%	-3%	-29	-16%	8%
CCOc1ccccc1N(C)S(=O)(=O)c1ccc2c(c1)CC(C)N2C(=O)C1CC1 (stereo not drawn)	?	1%	0%	2%	-37	44%	-1%
O=C(Nc1cccc(C(=O)O)c1)/C(=C/c1ccc2c(c1)OCO2)NC(=O)c1cccc(Br)c1	16%	-2%	0%	8%	?	-35%	7%
C[C@@H]1CN([C@@H](C)CO)C(=O)CCCn2nncc2CO[C@@H]1CN(C)C(=O)Oc1cccc2ccccc12	nt	-1%	4%	nt	-1	nt	nt

Entries of single compounds from above:
CC(C)Oc1cccc(C(=O)C2CCCN(Cc3cccn3-c3ccccn3)C2)c1 (stereo not drawn) is listed with HCV inh: -18%; AMA1-RON2 inh: -9%; Tb PYK inh: -1%; LmPK inh: -1%; HCMV antiviral: -71*; AmpC inh no detg: 63%[activator]; AmpC detergent: -4%
COC(=O)c1cc(NC(=O)c2nn(C)c3c2CSc2ccccc2-3)cc(C(=O)OC)c1 is listed with HCV inh: nt; AMA1-RON2 inh: nt; Tb PYK inh: 2%; LmPK inh: nt; HCMV antiviral: -8; AmpC inh no detg: nt; AmpC detergent: 1%

Some of the entries so far, in CSV form.
compound,HCV inh,AMA1-RON2 inh,Tb PYK inh,LmPK inh,HCMV antiviral,AmpC inh no detg,AmpC detergent
CCOc1ccccc1N(C)S(=O)(=O)c1ccc2c(c1)CC(C)N2C(=O)C1CC1 (stereo not drawn),?,1%,0%,2%,-37,44%,-1%
O=C(Nc1cccc(C(=O)O)c1)/C(=C/c1ccc2c(c1)OCO2)NC(=O)c1cccc(Br)c1,16%,-2%,0%,8%,?,-35%,7%

(list continues)
SMILES	HCV inh	AMA1-RON2 inh	Tb PYK inh	LmPK inh	HCMV antiviral	AmpC inh no detg	AmpC detergent
O=S(=O)(c1ccc(F)cc1)n1ccc2cccnc21	?	-4%	1%	2%	16	-11%	-5%
Cc1csc(SCC(=O)Nc2cccc(S(=O)(=O)N3CCOCC3)c2)n1	-19%	-4%	-5%	-1%	109	-11%	-3%
COC(=O)C1C2c3ccccc3OC1(C)N=c1s/c(=C/c3cn(C)nc3C)c(=O)n12 (stereo not drawn)	0%	-13%	5%	8%	-17	162%[activator]	9%
Cc1ccc(NC(=O)CN2C(=O)c3cccnc3Oc3ccc(Cl)cc32)cc1	nt	nt	5%[15.4 µM]	nt	0	nt	1%
Cc1cccc(-c2nc(CS(=O)CC(=O)NC3CCCCC3)c(C)o2)c1 (stereo not drawn)	-10%	-6%	-7%	-3%	-32	2%	-10%
COc1ccc(S(=O)(=O)N2CCOCC2)cc1NC(=O)CCCOc1ccc(C(C)=O)cc1	nt	15%	4%	nt	79	nt	nt
Cc1nc(-c2ccc(F)cc2)c(CC(=O)N(C)CC(=O)Nc2ccccc2Cl)s1	0%	6%	-39%	nt	-23	-7%	-1%
Cc1[nH]c(C)c(S(=O)(=O)N2CCN(c3ccccc3F)CC2)c1C(=O)N1CCCC1	11%	0%	-6%	-6%	12	46%	-1%
CCCC(=O)Nc1ccc(S(=O)(=O)N2CCCC2)cc1	9%	0%	5%	5%	61	-23%	-1%
Cc1ccc(CNC(=O)C2CCC(=O)N2Cc2ccc(F)cc2)cc1 (stereo not drawn)	5%	-1%	-1%	8%	-22	-1%	-1%
CC(C)C[C@H](NC(=O)[C@@H](Cc1ccccc1)n1c(=O)[nH]c2ccccc2c1=O)C(=O)N[C@@H](Cc1ccccc1)C(=O)O	8%	-4%	-1%	-11%	-2	-17%	-5%
O=C(Cn1nc(-c2ccccc2)ccc1=O)NCc1ccc(F)cc1	13%	14%	1%	4%	35	-4%	?
Cc1ccc(-c2cc(NC(=O)COc3ccc(Cl)c(C)c3)on2)cc1	nt	nt	0%	nt	54	nt	-9%
C[C@@]12C(=O)N(Cc3ccc(Cl)cc3)CC(=O)N1[C@H]1c3ccccc3OC[C@@H]1[C@@H]2c1ccccc1	?	-7%	-2%	nt	14	1%	1%
COc1ccc(OC)c(NC(=O)N2CCCc3ccccc32)c1	-23%	0%	4%	5%	-16	-20%	-13%
O=C(Nc1ccc(S(=O)(=O)Nc2nccs2)cc1)/C(=C/c1ccccc1Cl)NC(=O)c1ccccc1	-12%	27%	-3%	1%	28	-18%	?
CCOC(=O)N/N=C\c1ccccc1OC/C=C/c1ccccc1	?	-1%	9%	0%	49	-39%	-9%
Cc1onc(-c2ccccc2)c1CNS(=O)(=O)c1cccc(Cl)c1	-20%	-4%	-4%	8%	?	-28%	5%
Cc1n[nH]c(C)c1NC(=O)CSc1nnnn1-c1cccc(F)c1	15%	13%	-7%	nt	39	-9%	nt
CSc1ccccc1C(=O)Nc1ccccc1C(=O)NC(C)C	-23%	14%	?	0%	-30	-11%	-1%
CCOc1ccc(OCCCCNC(C)(C)C)cc1	?	8%	-13%	0%	0	-14%	?
CC(NC(=O)CNC(=O)C1O[C@@H]2OC(C)(C)O[C@@H]2[C@H]2OC(C)(C)O[C@@H]12)C(=O)O (stereo partly drawn)	21%	6%	0%	0%	?	-1%	3%
N#CCN1CCC2(O)CCCCC2C1c1ccc2c(c1)OCO2 (stereo not drawn)	6%	-6%	0%	6%	-27	12%	-5%
Cn1c(=O)[nH]c(=O)c2c1nc(NCCCn1ccnc1)n2Cc1ccc(F)cc1	19%	10%	-1%	6%	23	-32%	5%
C=CCc1cccc2cc(C(=O)Nc3ccc(S(=O)(=O)Nc4nnc(CC)s4)cc3)c(=O)oc12	-1%	-15%	1%	2%	-21	-34%	?
Cc1cc(SCc2cc(=O)n3ccsc3n2)nc2ccccc12	2%	-8%	-4%	-4%	4	2%	?
Cc1ncsc1CCC(=O)N1CCCC(C(=O)c2ccc3c(c2)OCO3)C1 (stereo not drawn)	-7%	6%	1%	-2%	-29	1%	4%
O=S(=O)(c1cccc2nsnc12)N1CCN(Cc2ccccc2)CC1	12%	-6%	3%	-1%	0	-14%	-10%
COc1ccc(COC(=O)CCCN=C2NS(=O)(=O)c3ccccc32)cc1F	nt	11%	-5%	nt	13	nt	nt
Cc1cc(-c2ccc(S(=O)(=O)NCc3ccccc3Cl)s2)on1	nt	nt	-21%[15.4 µM]	nt	0	nt	?
Cc1nn(C)c(C(=O)N/N=C/c2ccccc2)c1[N+](=O)[O-]	10%	-12%	3%	-4%	4	-18%	?
CCc1occc(=O)c1Oc1cc(NN2CCCCC2)c([N+](=O)[O-])cc1[N+](=O)[O-]	-17%	-13%	1%	4%	-18	24%	-7%
COC(=O)c1ccc2c(c1)S(=O)(=O)NC(=NCc1ccco1)S2	-1%	-3%	-5%	8%	4	-12%	-3%
Cc1ccc(NC(=O)c2snnc2C)cc1Cl	-2%	-15%	6%	-5%	-30	-42%	0%
CNC(=O)NC1CCCc2ccccc21 (stereo not drawn)	14%	?	1%	-2%	20	-7%	?
NC(COCc1ccccc1)c1csc(Nc2ncccn2)n1 (stereo not drawn)	nt	52%[activator]	-13%	nt	31	nt	nt
O=C(CN1c2cccc3cccc(c23)S1(=O)=O)NC1CCCCC1	?	0%	2%	nt	-17	-15%	nt
COc1cccc(CNS(=O)(=O)c2cc3c4c(c2)CCN4C(=O)CC3)c1	3%	5%	9%	nt	-6	-10%	?
CC1CCCC(C)N1C(=O)CNCc1ccc2c(c1)OCO2 (stereo not drawn)	4%	-9%	-7%	-8%	1	-26%	?
COc1cc2c(cc1OC)C(c1ccc(Br)cc1)NC(=O)C2 (stereo not drawn)	-5%	0%	6%	2%	94	1%	-14%
CCC(C(=O)NCc1ccco1)N(C(=O)CNS(=O)(=O)c1ccccc1)c1ccccc1C (stereo not drawn)	-8%	-9%	4%	0%	2	-2%	1%
